RmlCD inh 1536 = blocks M. tuberculosis RmlC and RmlD coupled enzymes | P9WH09+P9WH11 | hit rate 0.03% among 160,000 | RmlC+RmlD coupled enzyme assay, percent inhibition; primary screen in compound mixtures | inhibition, % at 3.6 µM; in the data active = inhibition mostly above about 34%, no sharp cut-off; note: some results filed as inactive read as strong as hits
Target sequence (P9WH09 whole entry, looked up): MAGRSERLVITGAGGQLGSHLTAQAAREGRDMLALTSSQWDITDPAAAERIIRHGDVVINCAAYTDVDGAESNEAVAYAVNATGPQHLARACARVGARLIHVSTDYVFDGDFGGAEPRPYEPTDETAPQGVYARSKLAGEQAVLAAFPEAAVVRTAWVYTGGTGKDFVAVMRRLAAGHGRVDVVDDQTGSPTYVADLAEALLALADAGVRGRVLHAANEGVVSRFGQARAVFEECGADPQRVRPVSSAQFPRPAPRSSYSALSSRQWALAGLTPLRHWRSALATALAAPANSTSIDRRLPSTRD
Target sequence (P9WH11 whole entry, looked up): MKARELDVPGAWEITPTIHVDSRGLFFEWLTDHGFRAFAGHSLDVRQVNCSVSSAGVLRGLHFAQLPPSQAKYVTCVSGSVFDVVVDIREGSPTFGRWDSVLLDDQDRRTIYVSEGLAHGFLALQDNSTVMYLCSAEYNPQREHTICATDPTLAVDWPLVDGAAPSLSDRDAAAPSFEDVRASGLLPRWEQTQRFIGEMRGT
GlmU inhibition = inhibition of mycobacterial GlmU enzyme – biochemical, glucosamine-1-phosphate acetyltransferase (AID 1376). M. tuberculosis GlmU acetyltransferase enzyme assay; higher % means a stronger effect. inhibition, %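 (tested at 30 µM in the primary screen)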; hits with a dose series show IC50 in µM. hit rate 0.25% among 220,000; in the data active = inhibition above about 13%;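 note: 0% = complete reaction with vehicle and 100% = reaction without substrate; strong numbers were not always called active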
Starred values were filed as active, the others as inactive; . = no result given. This is a subset; rates above refer to the full screens.

structure	RmlCD inh 1536	GlmU inhibition
O=C(Cc1cccs1)N(Cc1cccs1)C1(C(=O)NC2CCCCC2)CCCCC1	0	-0.9%
COc1ccc(NC(=O)N2CCCC(c3nc(-c4ccc(F)cc4)no3)C2)cc1 (stereo not given)	-7	-0.4%
Cc1cccc(NC(=S)c2nc3ccccc3s2)c1	16	.
CCOC(=O)C1C(=O)CC(C)(O)C(C(=O)OCC)C1c1ccc(NC(C)=O)cc1 (stereo not given)	-10	2.4%
CC(C)CN1C(=O)c2ccc(NC(=O)Cc3ccccc3)cc2C1=O	16	2.5%
CCN(CC)CCNC(=O)c1ccc(-n2c(C)cc3c2CCCC3=O)cc1	4	-0.7%
COc1ccc(-c2cc(-c3ccccc3)c(C#N)c(S(C)=O)n2)cc1 (stereo not given)	-5	0.3%
CCc1ccc(NC(=O)C(=O)NCCN2CCN(Cc3ccc([N+](=O)[O-])cc3)CC2)cc1	.	1.8%
CN1CCN(C(=O)c2ccccc2NC(=O)Cc2ccccc2)CC1	-21	0.2%
C=CCn1c(SCC(=O)N2CCN(c3ccc(F)cc3)CC2)nnc1-c1ccco1	7	0.8%
NS(=O)(=O)c1cccc(NC(=O)COC(=O)C2CCN(S(=O)(=O)c3cccs3)CC2)c1	-4	4.5%
CC(=O)Nc1ccc2nc(SCC(=O)NCCOc3ccccc3)sc2c1	6	1.5%
Cc1ccc(C(=O)N2CCN3C(=O)c4ccccc4C23c2ccccc2)cc1 (stereo not given)	-2	-2.3%
Cc1cc(/C=N/NS(=O)(=O)c2ccc(F)c(Cl)c2)no1	7	5.4%
CCc1cc2c(NCCC(=O)O)nc(C)nc2s1	-6	1.5%
CC(=O)C1=C(O)C(=O)N(CCc2c[nH]c3ccccc23)C1c1ccco1 (stereo not given)	-11	12%
COc1cc(/C=N/NC(=O)CCn2c3ccccc3c3ccccc32)cc(OC)c1OC	9	1.6%
CCOCCCNC(=S)Nc1ccc2nc3n(c(=O)c2c1)CCCCC3	-4	-0.6%
c1cnc2ccc(C(c3nnnn3C3CCCC3)N3CCSCC3)cc2c1 (stereo not given)	.	-0.5%
O=C(c1ccc(Cl)cc1)N1N=C(c2ccccn2)CC1(O)C(F)(F)F (stereo not given)	9	-0.2%
CCN(CC)C(=O)Oc1ccnc2cc(Cl)ccc12	8	-0.1%
O=C(NC(Cc1c[nH]c2ccccc12)C(=O)N/N=C/c1cccnc1)c1cccs1 (stereo not given)	-10	2.7%
CCOc1ccc(NC(=S)NC(C)CCc2ccccc2)cc1 (stereo not given)	.	2.3%
COc1cccc(-c2nn(-c3ccccc3)cc2C(=O)OCC(=O)Nc2ncc(Cl)cc2Cl)c1	-3	1.8%
CCN(CCC(=O)Nc1ccc(Br)c(C)c1)Cc1ccccc1	-3	-4.4%
O=C(Cc1cccc2ccccc12)Nc1ccc(-c2cc3ccccc3oc2=O)cc1	11	-1.8%
Cc1nc2ccccc2cc1OCc1ccc(F)cc1	.	-5.3%
Cc1ccc(-c2cc(C)nc3nc(N)nn23)cc1	3	-0.5%
O=C(c1ccc(N2CC3CC(C2)c2cccc(=O)n2C3)c([N+](=O)[O-])c1)N1CCCCC1 (stereo not given)	-10	0.4%
Nc1n[nH]c(=S)n1-c1ccc(Cl)cc1	26	2.9%
COc1ccc(C(C(=O)NCC2CCCO2)N(C(=O)CNC(=O)c2cccs2)c2ccc(NC(C)=O)cc2)cc1OC (stereo not given)	.	4.2%
CCOC(=O)c1cc2c(ccn2C)n1CC(=O)N1CCC(Cc2ccccc2)CC1	.	-3.5%
COc1cccc(NC(=O)COc2ccc(C)cc2)c1	.	2.0%
CCCN(CCC)CCCNS(=O)(=O)c1ccc2c(c1)oc(=O)n2C	93	0.1%
S=C(NCCc1ccccc1)N1CCN(C(c2ccccc2)c2ccccc2)CC1	.	4.7%
Nc1c(-c2ccccc2)c(CSc2nc3ccccc3[nH]2)nn1-c1cccc(Cl)c1	-5	1.6%
O=C(NCc1ccc(N2CCCC2=O)cc1)NC1CCCCC1	.	-5.0%
Cc1c(C#N)c(N=CN(C)C)c(C(=O)c2ccccc2)n1-c1ccccc1	.	8.7%
COc1ccc(CS(=O)(=O)/C(Cl)=C(/Cl)C(=O)Nc2ccc(OC)nc2)cc1	.	-2.4%
OCC12COC(c3ccccc3)N1C(c1ccccc1)OC2 (stereo not given)	-3	-2.7%
O=C(Nc1ccc(C(=O)N2CCOCC2)cc1)Nc1ccc(Cl)cc1Cl	-13	-1.6%
CCN(CC)CC#CC(C)(C)OC(C)=O	.	-0.9%
CCC(Sc1nc2n[nH]c(C)c2c(=N)n1-c1ccc(C)c(Cl)c1)C(=O)N1CCOCC1 (stereo not given)	-9	-1.3%
CCOC(=O)CSc1nc2c(sc(=S)n2Cc2ccco2)c(=O)n1-c1ccc(F)cc1	-8	5.2%
O=C(Cc1sc(-c2ccccc2Cl)nc1-c1ccccc1)Nc1ccc(F)cc1	-5	-3.5%
O=C(CCC(=O)OCc1ccc(C(=O)Oc2ccc(Cl)cc2)cc1)Nc1ccccc1	11	-2.0%
O=C(Nc1ccccn1)c1ccc([N+](=O)[O-])o1	.	1.8%
COc1ccc(OC)c(-n2c(=O)c3ccccc3c3ccccc3c2=O)c1	.	-1.2%
CCC1CCCCN1C(=O)CSC1=NN2CCCC(=O)N=C2S1 (stereo not given)	4	-4.4%
CCOCCCn1c(SCC(=O)NC(C)(C)C)nc2ccccc2c1=O	.	-4.7%
CCC(C)Sc1nnc(Cc2cc(=O)[nH]c(=O)[nH]2)n1-c1ccc(F)cc1 (stereo not given)	17	0.5%
CC(C)Cn1c(N)c(C(=O)COC(=O)c2cc(-c3ccco3)nc3ccccc23)c(=O)n(C)c1=O	.	6.7%
Cc1ccc2cc(CN(CC3CCCO3)S(=O)(=O)c3ccc4c(c3)OCCO4)c(=O)[nH]c2c1C (stereo not given)	.	-6.4%
COc1ccccc1CNC(=O)C(=O)Nc1nccs1	18	1.0%
CC(C)[C@H](NC(N)=O)C(=O)NCCc1ccc(Cl)cc1	.	0.7%
CSc1ccccc1NC(=O)c1cnc2n(c1=O)CCS2	10	-3.0%

Going on with the list.
structure	RmlCD inh 1536	GlmU inhibition
COc1ccc(-c2cnc(SCC(=O)Nc3nc(C(C)(C)C)cs3)n2Cc2ccco2)cc1	.	0.2%
Cc1csc(NC(=O)c2cc(-c3ccccc3)nc3ccccc23)n1	31	-3.0%
CCC(C)NC(=S)N1CCN(Cc2ccc3c(c2)OCO3)CC1 (stereo not given)	-10	-0.9%
N#Cc1nc(-c2ccco2)oc1N1CCN(c2cccc(Cl)c2)CC1	.	2.3%
Cc1ccccc1NC(=S)/C(=C(\[O-])c1ccc(C)c([N+](=O)[O-])c1)[n+]1ccccc1	.	0.5%
Clc1ccc(N2CCN(c3ncnc4c3oc3ccccc34)CC2)cc1	.	-0.1%
O=C1NC(=O)N(Cc2ccccc2)C(=O)/C1=C\c1ccco1	10	-4.7%
CCOC(=O)N1CCC(NC(=O)C(NS(=O)(=O)c2ccc3c(c2)CCN3C(=O)CC)C(C)C)CC1 (stereo not given)	-11	1.1%
O=C(O)CC1S/C(=N/N=C/C2CC=CCC2)NC1=O (stereo not given)	.	0.0%
O=C1NC(=O)c2cc(NC(=O)C3COc4ccccc4O3)ccc21 (stereo not given)	-19	1.2%
CC(Sc1ccccc1)C(=O)Nc1ccccc1C(=O)N1CCOCC1 (stereo not given)	14	2.5%
COc1ccc(N=Nc2[nH]c3ccc(C)cc3c2O)cc1	-2	1.5%
COc1ccc(NC(=O)/C(C#N)=C/C=C/c2ccco2)cc1	.	3.0%
Cn1c(SCC(=O)N2CCOCC2)nnc1-c1cccc(NC(=O)c2ccccc2F)c1	-1	-3.2%
CCOC(=O)/C(C#N)=C/c1cc(C)n(-c2ccc(Br)cc2)c1C	16	.
CC(=O)NS(=O)(=O)c1ccc(NC(=S)NC(=O)c2ccco2)cc1	.	-3.7%
CCCc1cc(C(=O)NCc2cccs2)no1	-6	-0.6%
CN(C(=O)c1ccc(OC2CCN(CCc3ccccc3)CC2)cc1)C1CCCCC1	4	7.8%
CCC(=O)Nc1cccc(-n2nnnc2SCC(=O)N2CCCCC2)c1	4	2.7%
CCOc1cc(/C=N/O)cc(Br)c1OCc1ccc(Cl)cc1	-6	-0.7%
O=Cc1cccn1-c1cccc([N+](=O)[O-])c1	2	-3.9%
CCC(NC(=O)NNC(=O)c1ccncc1)(C(F)(F)F)C(F)(F)F	4	0.3%
C=CCOc1nc2c(c(=O)n(C)c(=O)n2C)n1Cc1c(Cl)cccc1Cl	-4	0.5%
CCC(C)n1c(O)c(C=NCc2cccnc2)c(=O)[nH]c1=S (stereo not given)	1	-4.6%
O=C(NCCCCCCNC(=O)c1cncc(O)c1)c1cncc(O)c1	0	-0.8%
CCOC(=O)c1c(-c2ccccc2)oc2ccc(OC(C)C(=O)O)cc12 (stereo not given)	2	0.5%
COc1ccccc1-c1cc(C(=O)NCCCn2ccnc2)no1	.	1.2%
CC(C)Cn1cnc2sc3c(c2c1=N)CCCC3	11	0.3%
COc1ccc(N2CCN(c3ncnc4c3[nH]c3ccccc34)CC2)cc1	4	1.8%
CCOc1ccccc1NC(=O)C1CCN(C(=O)NCc2ccccc2)CC1	.	2.0%
Cc1cc(C)cc(S(=O)(=O)c2cnc3ccccc3n2)c1	-4	-0.7%
C=CCn1c(SCc2nc(N)nc(N(C)C)n2)nnc1-c1cccnc1	6	.
Cc1ccc(NCCC(=O)c2ccc(Br)cc2)cc1	36	-4.4%
O=C(NC(Cc1ccccc1)c1ccc2c(c1)OCCCO2)c1ccccc1F (stereo not given)	-8	-1.7%
O=C(Nc1ccc(Oc2ccc(C(F)(F)F)cn2)c(Cl)c1)C1CC1	4	.
O=C(NCCCn1ccnc1)c1cc(C(=O)C2CC2)c[nH]1	7	4.7%
CO/N=C(\Cn1ncc(N2CCCC2)c(Cl)c1=O)c1ccc(Cl)cc1	96	8.1%
O=C(Cn1c(=O)sc2ccccc21)Nc1ccccc1	6	-1.3%
CCCOc1ccc2ccccc2c1/C=N/n1c(C)nnc1-n1nc(C)cc1C	-9	3.2%
Cc1cc2nnc(SCCCCN3C(=O)c4ccccc4C3=O)n2c2ccccc12	-1	-3.8%
CCOC(=O)N1CCC(N(CCN(C)C)C(=S)Nc2ccccc2OC)CC1	10	-0.4%
N=c1n(Cc2ccccc2)c2ccccc2n1CC(O)COc1ccc(Cl)cc1Cl (stereo not given)	7	-2.8%
Cc1cc(=O)[nH]c(N2CCN(C(c3ccccc3)c3ccccc3)CC2)n1	.	0.6%
COc1ccc(N2CCN(C(CNC(=O)OCc3ccccc3)c3ccco3)CC2)cc1 (stereo not given)	8	-2.1%
Cc1ccccc1CSc1nc2[nH]ncc2c(=O)[nH]1	-4	0.8%
COc1ccc(N(CN2C(=O)C3CCCCC3C2=O)C(=O)c2ccco2)cc1 (stereo not given)	0	4.4%
COc1ccc(N2CCN(C(c3cc4ccc(C)cc4[nH]c3=O)c3nnnn3C3CCCC3)CC2)cc1 (stereo not given)	.	-1.4%
O=Cc1nc(-c2ccccc2Cl)n2ccccc12	-2	-1.4%
O=C(Cc1cccs1)NCc1cccc(CNC(=O)Cc2cccs2)c1	-8	-2.1%
COc1ccc2cc(Br)ccc2c1CC(=O)NC(C)C	-9	-5.0%
Cc1ccccc1NC(=O)COC(=O)/C=C/c1cn(-c2ccccc2)nc1-c1cccnc1	7	-0.5%
COc1ccc(CCNC(=O)c2ccc(=O)[nH]n2)cc1OC	-5	1.8%
CC1CCCC(C)N1C(=O)COc1ccc(-c2nnco2)cc1 (stereo not given)	1	0.9%
OCCC1CN(Cc2ccn[nH]2)CCN1Cc1ccc(F)c(F)c1 (stereo not given)	-8	-0.7%
Nc1ncnc(NNC(=O)CNC(=O)c2c(F)cccc2Cl)c1[N+](=O)[O-]	.	-2.7%
Cc1c(CN2CCc3c([nH]c4ccccc34)C2CC(C)C)cnn1C (stereo not given)	-2	3.6%

Assay outcomes: PubChem, several laboratories
